Source: PubChem (several laboratories)
HSP90 inh: inhibitors of HSP90 luciferase refolding in rabbit reticulocyte lysate. inhibition, % at 5.6 µM. 290,000 compounds, 0.91% hits. luciferase refolding luminescence, 3 h. AID 1789;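 active = inhibition above the screen-wide mean plus 3 SD, computed separately per campaign, cut at about 16% in these data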;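 note: 0% = DMSO wells and 100% = 60 µM geldanamycin wells; inhibitors lower the luminescence because luciferase stays unfolded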
GSK3beta inhib: inhibitors of human GSK3beta kinase. P49841. GST-GSK3beta kinase, ADP-Glo luminescence, 60 min; stronger effect = lower value. activity score (negative = inhibition), % at 10 µM. 300,000 compounds, 0.038% hits;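 active = more than half of replicate wells score below -50%, meaning over 50% inhibition versus plate controls; inconclusive = some replicates but at most half score below -50%; inactive = no replicate scores below -50%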;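 note: 0% = median DMSO wells and -100% = median GW8510 positive control wells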
Target sequence (P49841 whole entry, looked up): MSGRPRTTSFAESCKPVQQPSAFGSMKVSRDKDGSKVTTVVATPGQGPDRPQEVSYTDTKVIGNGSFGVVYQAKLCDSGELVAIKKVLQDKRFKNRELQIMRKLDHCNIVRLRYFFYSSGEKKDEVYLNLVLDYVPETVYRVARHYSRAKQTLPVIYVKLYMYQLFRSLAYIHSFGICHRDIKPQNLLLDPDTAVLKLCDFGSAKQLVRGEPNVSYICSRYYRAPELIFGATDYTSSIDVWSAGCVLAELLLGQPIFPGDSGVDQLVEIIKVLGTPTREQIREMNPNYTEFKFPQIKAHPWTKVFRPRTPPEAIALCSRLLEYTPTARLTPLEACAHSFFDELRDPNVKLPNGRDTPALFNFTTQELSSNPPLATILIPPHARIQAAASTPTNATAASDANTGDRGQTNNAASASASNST
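Test system: GST-fused GSK3beta enzyme, cell-free | Quantity: 1.6 ng GST-GSK3beta enzyme per well | Reagent: 25 µM ATP with peptide substrate | Schedule: 60 min enzyme reaction, room temperature | Signal: Luminescent ADP-Glo measurement of ADP formed | Read-out basis: Score relative to plate controls | Control set: DMSO and 20 µM GW8510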
GSK3 alpha inh: inhibitors of human GSK-3 alpha kinase. P49840. AID 2650. inhibition, % at 10 µM. ADP-Glo luminescence, 60 min. 320,000 compounds, 0.1% hits;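 in the data active = inhibition above about 50%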;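 note: GST-tagged GSK-3 alpha with peptide substrate and 25 µM ATP; 0% = DMSO neutral wells and 100% = GW8510 positive control wells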
Target sequence (P49840 whole entry, looked up): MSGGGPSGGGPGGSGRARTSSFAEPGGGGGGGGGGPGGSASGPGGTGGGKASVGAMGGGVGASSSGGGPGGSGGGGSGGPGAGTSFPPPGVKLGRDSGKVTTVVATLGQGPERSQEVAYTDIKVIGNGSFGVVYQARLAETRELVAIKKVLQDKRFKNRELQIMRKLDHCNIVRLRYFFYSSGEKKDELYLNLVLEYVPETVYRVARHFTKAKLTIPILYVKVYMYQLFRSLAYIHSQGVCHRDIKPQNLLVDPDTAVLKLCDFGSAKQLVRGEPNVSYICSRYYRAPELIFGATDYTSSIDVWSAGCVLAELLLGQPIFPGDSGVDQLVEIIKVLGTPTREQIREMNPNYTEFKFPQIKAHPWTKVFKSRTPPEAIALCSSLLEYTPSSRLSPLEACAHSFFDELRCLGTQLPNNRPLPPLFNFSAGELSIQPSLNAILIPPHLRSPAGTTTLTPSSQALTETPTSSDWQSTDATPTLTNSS
KLF5 inhibitor: inhibitors of KLF5 expression. DLD-1 KLF5 promoter-luciferase reporter, luminescence. 290,000 compounds, 0.23% hits. inhibition, % at 5 µM;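 active = inhibition above a per-plate limit of that plate's mean compound inhibition plus 3 SD, cut at about 60% in these data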;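 note: 0% = DMSO wells and 100% = LY294002 at 200 µM; higher means less KLF5 promoter-driven luciferase light; inactives centre near -14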
HSF1 inhib: HSF1 inhibition; activity change, negative = inhibition, % at 7.5 µM (by protocol); NIH3T3-HGL HSE-luciferase, MG132-induced, luminescence 8 h; stronger effect = lower value; 300,000 compounds, 0.77% hits; AID 2098;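 active = more than half of replicate wells show activity change below -50%, luminescence cut by over half; inconclusive = some wells, but at most half, below -50%; inactive = no replicate well below -50%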;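 note: luciferase reports HSF-1 transcriptional activity via heat shock element; 0% = median of DMSO wells and -100% = zero luminescence signal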
aSyn 5UTR inh: 5' untranslated region of α-synuclein, MLPCN primary screen | inhibition, % (tested at 7.5 µM) | 300,000 compounds, 0.82% hits | alpha-synuclein 5'UTR reporter, inhibitor activity; in the data active = inhibition above about 60%; inconclusive = no clear call, values can overlap the other calls;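 note: H4 neuroglioblastoma cells stably carrying SNCA 5'UTR luciferase fusion; 0% = DMSO wells and 100% = positive control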
Platelet DG rel: modulates dense granule release in human platelets. human platelet-rich plasma, SFLLRN dense granule ATP release, luminescence. inhibition, %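 (compounds screened at 7.5 µM in platelet-rich plasma)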. 300,000 compounds, 0.22% hits;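 active = mean replicate score, as percent of positive control, at or above 50; inconclusive = mean below 50 but at least one replicate at or above 50; inactive = mean and every replicate below 50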
HSF-1 act: increases HSF-1 driven luciferase reporter signal; AID 504408; activation, % at 9 µM; NIH3T3-HGL HSF-1 luciferase reporter, MG132, 8 h; 100% = twice DMSO control signal; 300,000 compounds, 1.7% hits;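 active = mean replicate activation of at least 50% with a set share of replicates each reaching 50%; inconclusive = only one of those two conditions met; inactive = mean below 50% and too few replicates reaching it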;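 note: 0% = median of the neutral control wells and 100% = twice that signal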
IEC-6 cytotox: IEC-6 cytotoxicity, counter-screen for KLF5 inhibitors | luminescence viability | AID 1825 | 290,000 compounds, 0.78% hits | inhibition, % at 5 µM; in the data active = inhibition above about 22%;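 note: 0% = plate median of test compound wells and 100% = cytotoxic reference compound wells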
DYRK1A inh: Dyrk1A (rat) kinase inhibition | inhibition, % at 12.5 µM | AID 504441 | 310,000 compounds, 0.43% hits | ADP-Glo luminescence, NFATc1 peptide | Q63470; in the data active = inhibition above about 50%;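 note: plate controls were vehicle with enzyme for no effect and no enzyme for full effect; many of its hits are not listed in these tables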
* = called active by the depositor; ? = inconclusive; · = no result given. This is a subset, so the mix of outcomes need not match the whole.

The line under a structure holds: HSP90 inh, GSK3beta inhib, GSK3 alpha inh, KLF5 inhibitor, HSF1 inhib, aSyn 5UTR inh, Platelet DG rel, HSF-1 act, IEC-6 cytotox, DYRK1A inh
COc1ccccc1C(=O)NCCC(=O)Nc1ncccc1O
→ -3.8, 0.3, 0.5, -22.7, 1.1, -12.8, ?, 2.3, -5.1, -1.3
CS(=O)(=O)c1ccc(Cl)c(NC(=O)CSc2nc3ccccc3c(=O)n2Cc2ccco2)c1
→ ·, 2.6, -0.5, ·, -3.7, 32.4, 0.1, 7.6, ·, -5.2
CCOC(=O)c1ccc(NC(=O)CN2C(=O)CCC2=O)cc1
→ -0.7, -3.1, -2.0, -24.4, ·, ·, ·, ·, -1.8, -3.9
CCOC(=O)C1CCCN(C(=O)C2CCN(C(=O)Nc3ccccc3)CC2)C1 (stereo unspecified)
→ ·, 0.5, -1.9, ·, -1.7, -21.7, -0.7, -7.3, ·, -0.5
Cc1nnc(SCC(=O)Nc2ccccc2)n(N)c1=O
→ -0.2, 4.9, -2.4, -11.6, 2.2, 11.9, 21.0, -11.2, 0.1, ·
COc1ccccc1C(=O)Nc1c2c(nn1-c1cccc(C)c1C)CS(=O)(=O)C2
→ 2.1, 0.3, -1.0, 15.1, -5.2, 10.9, -4.7, 0.2, -2.3, -8.9
O=C(O)c1cccc(Cn2c(Cl)c(/C=N/NC(=O)c3cccc(O)c3)sc2=O)c1
→ 2.7, 0.1, 5.1, -2.8, 6.5, 2.2, 12.2, -0.7, -2.9, -1.8
COc1ccccc1OC(=O)c1ccc(S(=O)(=O)N(C)C)cc1
→ 2.6, 2.2, -0.1, -30.7, -1.8, 1.8, -2.5, -8.9, -5.6, 3.8
COc1ccc(NC(=O)C2C(=O)NC3(C)CC2c2ccccc2O3)cc1 (stereo unspecified)
→ -4.2, -1.9, -2.7, -26.2, -4.4, -1.1, 0.4, 10.3, -3.0, -5.8
CC1CCN(c2ccc(S(=O)(=O)NC3=NCCCCC3)cc2[N+](=O)[O-])CC1
→ 0.7, 0.5, ·, -10.8, 1.4, -7.3, -0.2, -3.3, 3.0, -3.4
O/N=C1\CC/C(=N\O)c2nn(-c3ccc(Cl)cc3Cl)nc21
→ 0.0, -2.5, 1.0, -7.1, -1.6, 13.5, 0.1, -5.9, 0.3, 8.6
O=C(c1ccc(F)cc1)n1cc(C(=S)N2CCOCC2)c2ccccc21
→ -1.2, -0.7, -0.1, 8.0, 0.4, -4.7, 3.5, -2.7, 0.9, -1.3
COCCOC(=O)C1=C(C)NC(=O)NC1c1ccc(-c2cc(Cl)ccc2Cl)o1 (stereo unspecified)
→ 8.1, 0.4, -4.4, -5.1, 18.2, 7.6, 0.2, 27.3, 3.0, -0.5
O=C(c1ccccc1[N+](=O)[O-])N1CCN(Cc2ccc3c(c2)OCO3)CC1
→ 5.1, 4.9, -0.4, 18.4, -15.9, -3.3, -22.0, -11.7, 6.6, 0.7
Cc1ccc2c(c1)COc1c3ccc(C(=O)NCC4CC4)cc3nn1-2
→ ·, -0.3, 0.0, ·, 21.5, -176.9, -4.7, 24.4, ·, 4.1
Cc1ccccc1N1C(=O)C(Oc2ccc(Cl)cc2)C1CNC(C)(C)C (stereo unspecified)
→ -0.3, 1.4, -1.5, -28.4, 7.1, 2.8, 13.7, 14.0, -0.9, -3.2
CN(C)c1cc(-c2cccc(C(F)(F)F)c2)oc(=O)c1Cl
→ ·, 0.1, -2.2, ·, 2.6, -21.1, 4.5, 8.5, ·, 12.0
CCN(Cc1ccccc1)C(c1ccc(C)cc1)c1nnnn1C(C)(C)C (stereo unspecified)
→ -6.0, 1.7, -2.5, -33.0, ·, 30.3, -1.1, ·, -4.4, 0.3
CCOc1ccc(NC(=O)CCSc2ccc3ccccc3n2)cc1
→ 1.4, -2.0, ·, 4.7, -0.6, -32.8, -10.2, -12.4, 1.1, 1.7
CC1(c2nnc(Cc3ccccc3)o2)CC(c2ccc([N+](=O)[O-])cc2)=NO1 (stereo unspecified)
→ ·, 0.9, -1.2, ·, 0.6, -3.7, -11.1, 3.1, ·, 9.2
CC1CN(C(=O)c2cc(S(=O)(=O)N3CCCC3)ccc2Cl)CC(C)O1 (stereo unspecified)
→ 3.5, 0.0, ·, -5.3, -1.0, -7.8, -4.6, -7.6, -5.9, 0.4
O=C(/C=C/c1ccco1)OCC(=O)c1cccc([N+](=O)[O-])c1
→ -3.5, -3.1, -0.8, -14.8, 6.7, -4.0, 5.8, -1.9, -3.5, 1.5
O=C(CN1C(=O)NC2(CCCC2)C1=O)N1CCN(S(=O)(=O)c2cccc(F)c2)CC1
→ -0.3, 5.0, 2.0, -12.1, -9.0, -1.5, 1.0, 0.5, -0.7, -5.3
CCCCn1c(N)c(N(CCOC)C(=O)c2ccc(C)c(S(=O)(=O)N3CCOCC3)c2)c(=O)[nH]c1=O
→ ·, ·, -1.2, ·, 0.1, 4.8, -4.3, 4.8, ·, ·
O=C(O)c1ccc(-c2nnn(Cc3cccc(C(F)(F)F)c3)n2)cc1
→ -2.9, 2.8, -3.4, -11.3, -3.9, 16.9, -2.0, 8.2, -3.6, -2.1
CCC(C)(C)NC(=O)Nc1cc(Cl)ccc1OC
→ -2.3, 0.8, -3.3, -2.8, -1.6, -1.0, 1.2, -5.9, -1.8, 1.4
COCCCNC(=O)Cn1nnc(-c2ccc(NC(=O)c3ccccc3OC)cc2)n1
→ -4.0, -2.0, -2.1, -18.8, 6.7, -8.7, 3.6, 9.5, -4.4, -8.7
COc1ccccc1-n1cnnc1SC(C)C(=O)Nc1ccc(NC(C)=O)cc1 (stereo unspecified)
→ 1.4, 2.2, 2.2, -5.1, -3.5, -17.6, 1.1, -9.0, 1.4, -2.8
C=CCOc1ccc(/C=C/C(=O)OCC(=O)N2CCCc3ccccc32)cc1
→ ·, -0.6, -3.2, ·, -1.3, 4.3, 1.4, 4.8, ·, 13.3
O=C1C2ON(c3ccccc3)C(c3cccnc3)C2C(=O)N1c1ccc(Cl)c(Cl)c1 (stereo unspecified)
→ 3.9, 1.1, 0.0, -14.1, -0.5, 11.2, 2.8, 9.2, 5.0, -3.9
COc1ccc(S(=O)(=O)N(CC(=O)NC2CCCC2)c2ccccc2OC)cc1
→ -4.2, 0.4, -1.6, -9.0, -3.6, 6.8, -11.4, -15.6, 0.7, 0.6
O=S(=O)(c1ccccc1)N1N=C(c2cccs2)CC1c1ccc(F)cc1 (stereo unspecified)
→ -1.4, -0.5, -5.0, -26.9, 6.3, 30.2, 2.1, -9.9, 1.9, -4.5
CC1=C(c2ccccc2)[N+](=O)C2(CCCCC2)N1[O-]
→ 2.9, -0.5, -0.6, -1.5, -3.0, 7.5, 0.7, 13.4, 1.8, 13.3
CC(C)C(=O)c1cn(CC(=O)O)c2ccccc12
→ 3.3, 0.5, -2.7, -6.2, -3.0, -16.7, 9.4, -4.0, 7.8, 2.3
O=C(Nc1nnc(SCCN2CCOCC2)s1)C1CC(=O)N(c2ccccc2)C1 (stereo unspecified)
→ 0.6, 0.3, 2.7, -17.4, -1.5, -11.6, -4.8, 5.3, -2.9, -1.2
O=C(NCCc1ccccc1)c1ccc2nc3cc(Cl)ccc3c(=O)n2c1
→ -2.4, 1.5, -0.2, -56.8, -0.7, -19.6, -6.4, 3.4, -5.5, -4.4
Cc1ccc(C(=O)N[C@H](C(=O)Nc2ccc(F)cc2)C(C)C)cc1
→ 5.3, -0.5, -2.7, 16.8, -0.1, 9.7, -11.3, -4.3, -4.7, -1.6
CCOC(=O)N1CCC(NCc2c(C(=O)N(C)Cc3ccccc3)nc3ccccn23)CC1
→ -3.4, 2.4, -2.4, -16.1, 4.5, -6.6, -3.3, 8.7, -2.2, 2.8
Cc1cc(N)n(-c2ccc3ccccc3c2)n1
→ -1.8, -0.7, 0.1, -69.6, -5.9, -118.9, -6.1, 15.6, 1.1, 0.5
C/C(N)=C(/C#N)C(=O)COC(=O)c1cc(-c2ccc(C)cc2)nc2ccccc12
→ -0.6, -0.1, -1.6, -14.4, 4.1, 31.0, -5.6, 24.7, 13.4, -2.6
CC(C)(C)NC(=O)CN(C(=O)C(=O)Nc1ccc2c(c1)OCCO2)C1CC1
→ 3.4, 0.4, 0.0, 0.3, -5.2, 5.4, 9.5, -14.5, 3.6, -0.4
Cc1ccc(N)c(C(=O)CCCCC(=O)O)c1
→ -2.9, 0.4, -4.1, -2.1, -7.8, 8.1, -2.6, -0.7, -0.9, 4.0
CC1CCN(CCCNC(=O)c2ccc(Cn3c(=S)[nH]c4ccc(Br)cc4c3=O)cc2)CC1
→ 5.3, -24.9, 8.1, -13.1, -8.4, -9.6, -17.4, -8.1, 3.8, ·
COc1ccc(NC(=O)CC2Sc3ncnn3C2=O)cc1 (stereo unspecified)
→ 0.2, -0.1, 1.6, -30.4, -6.7, 10.7, 19.8, -5.7, 4.4, 6.4
O=c1nc2ccccc2c2n1CC(CN1CCN(C(c3ccccc3)c3ccccc3)CC1)N2 (stereo unspecified)
→ -2.1, 0.7, -2.0, -17.5, 4.8, -6.6, 4.4, -4.8, -0.9, 0.4
CC(=O)c1ccc(OCc2cc(C(=O)N(C)Cc3cc(C)no3)no2)cc1
→ -3.0, ·, -1.1, -69.0, -3.4, -5.7, -0.6, -6.4, 2.7, 2.2
COc1ccc(Cl)cc1Nc1nc(NCCO)nc(N2CCCCC2)n1
→ ·, 2.0, -3.5, ·, 0.5, -5.1, 3.2, 10.6, ·, -17.3
COc1ccc(CCN2C(=O)c3ccccc3C2(O)c2ncc[nH]2)cc1OC (stereo unspecified)
→ -3.6, -2.1, 2.0, -61.9, -4.2, -0.1, -3.4, 10.3, -5.2, -6.0
N#Cc1ccccc1CSCCNC(=O)Cc1c(F)cccc1Cl
→ 3.8, -2.0, -1.3, -25.6, 10.2, -28.1, 7.4, 17.1, -5.2, 4.2
